SW480 rerep: DNA re-replication induction in SW480 cells; SW480 DNA re-replication, Hoechst DNA content imaging, 48 h; hit rate 1.8% among 340,000; Potency, µM (doses to about 46.1 µM), for inactives: at the highest dose re-replication activation, most hits filed as activators; also: potency is read from the fitted curve at half-maximal effect; % of control where 0% means no effect; nearly all actives have a fitted effect of over 55% in size
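First, 250 cells per well were seeded. Next, compound or vehicle (23 nL) was pinned in, plates sat 48 hr at 37 C. Finally Hoechst was added for 40 min before fluorescence scanning.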
IL1B secr inh: inflammasome signaling inhibition, IL-1 beta readout; activity change, % at 57.5 µM; hit rate 4.7% among 360,000; THP-1 LPS/ATP IL-1B secretion, AlphaLISA, 16 h; hits give low values; AID 743279; in the data active = activity change below about -50%; inconclusive = mostly about -30% to -49%; also: % is scaled to controls: 0 for no effect and ±100 for the full control effect
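Secreted IL-1B measured by AlphaLISA bead assay after 16 h compound exposure of THP-1 cells; compounds (final up to 57.5 uM) added 1 h before LPS (250 ng/mL) and ATP (1.25 mM) stimulation; lower signal means less secretion.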
HT1080-NT tox: kills 2HG-producing HT-1080-NT fibrosarcoma cells; HT-1080-NT fibrosarcoma viability, CellTiter-Glo ATP luminescence, 48 h; AID 686970; hit rate 1.6% among 360,000; Potency, µM (doses to about 46.1 µM), for the others: top-dose activity, negative = less viability, usual class: cytotoxic;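 also: NT is the 2HG producing partner of a matched IDH1 knockdown line; potency is read from the fitted curve at half-maximal effect; 0% = DMSO-treated cells and -100% = media-only wells without cells; nearly all actives have a fitted effect of over 55% in size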
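Toxicity toward the 2HG-producing NT line was scored as %Activity, normalised to DMSO and no-cell wells, from CellTiter-Glo luminescence after 48 hours' treatment.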
HT1080 IDH1KD tx: toxicity to HT-1080 IDH1 knockdown cells (counter line) | HT-1080 IDH1 knockdown viability, ATP luminescence, 48 h | Potency, µM (series often up to 46.1 µM), for the others: top-dose activity, negative = toxicity, most hits filed as cytotoxic | hit rate 2% among 360,000 | AID 686971;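 also: potency is read from the fitted curve at half-maximal effect; 0% = DMSO wells and -100% = cell-free medium wells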
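Cytotoxicity counter-line: IDH1KD HT-1080, 48 h, CellTiter-Glo. Curves classed by r2, magnitude and activity.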
KB-V1 MDR tox: KB-V1 MDR subline cytotoxicity. KB-V1 MDR cells viability, CellTiter-Glo, 72 h. Potency, µM (doses to about 46.1 µM), without a hit: at the top dose activity change, negative = cytotoxicity, actives largely listed as cytotoxic. AID 1347076. hit rate 3.4% among 400,000; also: potency is read from the fitted curve at half-maximal effect; % is scaled to controls: 0 for no effect and ±100 for the full control effect; nearly all actives have a fitted effect of over 60% in size
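KB-V1 cells (P-gp-expressing MDR subline of KB-3-1) in phenol-red-free DMEM with 10% FBS were exposed to library compounds over a concentration series for 72 h at 37 degrees C. Viability read by CellTiter-Glo luminescence; concentration-effect curves fitted after normalization.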
KB-3-1 tox: kills parental KB-3-1 adenocarcinoma cells. KB-3-1 viability, CellTiter-Glo ATP luminescence, 72 h. Potency, µM (highest dose often 46.1 µM), for the others: at the top dose activity change, negative = cytotoxic, usual class: cytotoxic. hit rate 1.4% among 400,000; also: potency is read from the fitted curve at half-maximal effect; % is scaled to controls: 0 for no effect and ±100 for the full control effect; nearly all actives have a fitted effect of over 60% in size
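Parental KB-3-1 adenocarcinoma cells in phenol-red-free DMEM with 10% FBS were pin-treated with compounds at several concentrations, incubated 72 h at 37 °C, and viability read by CellTiter-Glo luminescence; concentration-effect curves were fitted after normalization.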
ATXN2 expr inh: reduces ATXN2 reporter expression in HEK-293 cells | hit rate 0.72% among 360,000 | Potency, µM (highest dose often 57 µM), for inactives: at the highest dose activity change, negative = inhibition, hits mostly inhibitors | AID 1745845 | HEK-293 ATXN2-luciferase reporter, luminescence, 24 h; also: potency is read from the fitted curve at half-maximal effect; % is scaled to controls: 0 for no effect and ±100 for the full control effect; nearly all actives have a fitted effect of over 55% in size
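qHTS (up to 57 uM final) was run with 24 h compound exposure of reporter cells at 37 °C. Each well was multiplexed: SteadyGlo luminescence measured ATXN2-luciferase expression after a fluorogenic Gly-Phe-AFC viability readout (25 uM final).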
MCF10A rerep: DNA re-replication induction in MCF 10a cells; MCF 10A DNA re-replication, Hoechst nuclear intensity, 48 h; hit rate 2.9% among 350,000; Potency, µM (highest dose often 46.1 µM), without a hit: at the highest dose activity, positive = re-replication, usual class: activators; AID 624296; also: potency is read from the fitted curve at half-maximal effect; % of control where 0% means no effect; nearly all actives have a fitted effect of over 50% in size
WRN inhibitor: blocks human WRN helicase; Q14191; WRN helicase unwinding, fluorescent forked duplex, kinetic; Potency, µM (titrated, usually from 114 µM), for inactives: at the highest dose activity change, negative = inhibition, usual class: inhibitors; hit rate 0.46% among 360,000; also: potency is read from the fitted curve at half-maximal effect; % is scaled to controls: 0 for no effect and ±100 for the full control effect; nearly all actives have a fitted effect of over 55% in size
Target sequence (Q14191 whole entry, looked up): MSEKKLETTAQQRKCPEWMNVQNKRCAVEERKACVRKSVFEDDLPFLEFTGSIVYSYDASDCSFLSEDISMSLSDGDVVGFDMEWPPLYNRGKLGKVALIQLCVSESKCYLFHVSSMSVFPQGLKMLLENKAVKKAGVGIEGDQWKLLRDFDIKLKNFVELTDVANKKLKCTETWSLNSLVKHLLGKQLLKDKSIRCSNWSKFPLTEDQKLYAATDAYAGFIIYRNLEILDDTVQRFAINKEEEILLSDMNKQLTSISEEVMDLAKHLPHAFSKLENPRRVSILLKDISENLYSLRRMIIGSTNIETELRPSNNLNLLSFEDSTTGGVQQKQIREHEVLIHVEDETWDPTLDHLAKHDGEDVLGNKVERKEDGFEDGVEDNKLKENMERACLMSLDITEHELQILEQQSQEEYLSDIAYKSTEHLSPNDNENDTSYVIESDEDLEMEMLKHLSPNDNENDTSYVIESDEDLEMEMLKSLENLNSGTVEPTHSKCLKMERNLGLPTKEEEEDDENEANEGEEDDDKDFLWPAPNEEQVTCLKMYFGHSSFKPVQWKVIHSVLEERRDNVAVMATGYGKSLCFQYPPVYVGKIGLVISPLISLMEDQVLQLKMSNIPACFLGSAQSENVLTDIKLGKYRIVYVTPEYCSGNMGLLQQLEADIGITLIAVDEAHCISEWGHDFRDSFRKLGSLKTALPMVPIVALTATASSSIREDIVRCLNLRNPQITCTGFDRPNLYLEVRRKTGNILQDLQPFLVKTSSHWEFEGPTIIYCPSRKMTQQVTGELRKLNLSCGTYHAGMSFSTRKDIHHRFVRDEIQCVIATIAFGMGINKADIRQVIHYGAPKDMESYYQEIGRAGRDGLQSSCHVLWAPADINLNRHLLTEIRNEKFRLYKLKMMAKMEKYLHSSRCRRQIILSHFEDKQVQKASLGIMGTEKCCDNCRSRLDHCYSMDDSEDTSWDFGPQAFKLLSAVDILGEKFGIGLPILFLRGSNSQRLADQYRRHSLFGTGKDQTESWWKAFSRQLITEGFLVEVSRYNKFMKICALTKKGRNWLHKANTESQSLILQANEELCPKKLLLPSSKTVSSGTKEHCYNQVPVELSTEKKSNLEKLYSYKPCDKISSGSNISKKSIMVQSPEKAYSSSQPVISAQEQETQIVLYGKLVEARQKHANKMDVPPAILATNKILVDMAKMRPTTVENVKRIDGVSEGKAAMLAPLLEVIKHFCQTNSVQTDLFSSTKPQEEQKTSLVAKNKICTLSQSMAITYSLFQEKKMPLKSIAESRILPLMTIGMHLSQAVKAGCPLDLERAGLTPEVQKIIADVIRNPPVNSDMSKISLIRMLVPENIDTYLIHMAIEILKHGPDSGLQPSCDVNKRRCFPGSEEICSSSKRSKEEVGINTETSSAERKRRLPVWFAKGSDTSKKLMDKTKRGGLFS
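WRN at 20 nM final preincubated with compound 15 min at room temperature; reaction started with 100 nM fluorophore/quencher forked duplex oligonucleotide and 2 mM ATP final. Unwinding followed kinetically by red fluorescence (ex 525, em 598 nm).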
* marks the source's active call; other numbers are inactive results; ? = inconclusive; . = no result given; [ ] = another dose, or the depositor's remark. Unless noted, calls follow the shape of the dose curve; as a rule, active = well fitted curve in the direction sought with a large enough effect; inconclusive = small, poorly fitted or top-dose-only effect, or another doubt; inactive = no such curve, though single readings can be large; an effect the other way counts as inactive or inconclusive.

Below each SMILES: SW480 rerep	IL1B secr inh	HT1080-NT tox	HT1080 IDH1KD tx	KB-V1 MDR tox	KB-3-1 tox	ATXN2 expr inh	MCF10A rerep	WRN inhibitor
- CCOC(=O)c1c(C)n(C)c2ccc(OCC(O)CN3CCCCCC3)cc12 (configuration not stated)
→ 11%	-28	-23%	-9%	6%	-3%	-30%	8%	1%
- CC(C)(C)c1cc(NC(=O)NN2CCOCC2)nn1-c1c(Cl)cc(Cl)cc1Cl
→ 5%	-15	3%	-2%	0%	-3%	.	-4%	0%
- CC1(C)C(C=C(Cl)Cl)C1C(=O)N1CCN(Cc2ccccc2)CC1 (configuration not stated)
→ 26%	-51*	-5%	-6%	?	-2%	-16%	21%	-1%
- COc1cccc2c1C(=O)c1c(O)c3c(c(O)c1C2=O)CC(O)(C(C)=NNC(=O)c1ccc(Cl)c(Cl)c1)CC3OC1CC(N)C(O)C(C)O1 (configuration not stated)
→ 0%	-101*	?	1.2µM*	23µM*	2.1µM*	?	1%	32µM*
- CSc1nc(C)c(Oc2ccccc2)c(=O)n1C
→ -10%	27	-6%	-5%	20%	-1%	-5%	1%	9%
- COc1cccc(CN2CCN(Cc3ccc4c(NC(C)=O)cccc4n3)CC2CCO)c1 (configuration not stated)
→ 6%	-3	2%	-5%	12%	-2%	-5%	19%	-8%
- CCOc1ccccc1NC(=O)NC(=O)N(C)S(=O)(=O)c1ccc(C)cc1
→ -1%	0	6%	-1%	-11%	15%	-7%	5%	-5%
- O=C(Nc1nncs1)C1CC(=O)N(CCc2ccc(F)cc2)C1 (configuration not stated)
→ -17%	10	17%	11%	26%	11%	3%	-25%	4%
- CNc1oc(-c2ccco2)nc1C#N
→ -2%	6	8%	6%	26%	-6%	1%	4%	1%
- CC(=O)N1CCOc2ccc(S(=O)(=O)N3CCC(C(=O)Nc4cc(C)ccc4C)CC3)cc21
→ 5%	13	0%	3%	8%	-2%	20%	5%	-6%
- N#Cc1c(C(F)(F)F)cc(-c2ccccc2)nc1SCc1nc(N)nc(N2CCOCC2)n1
→ ?	22	1%	-2%	?	2%	-7%	?	-11%
- O=C(Nc1cccc2ccccc12)N1CC=CCC1
→ 2%	15	-1%	10%	1%	18%	14%	6%	8%
- Cc1nc(CS(=O)(=O)c2ccc(Cl)cc2)cc(Sc2ccc(Cl)cc2)n1
→ -2%	-7	-11%	2%[9.24 µM]	?	-15%	-6%	6%	-9%
- CC[C@H](C)[C@@H](NC(=O)O[C@@H]1C(=O)c2cc(Br)ccc2O[C@H]1c1cccc(OC)c1)C(=O)OC
→ 12%	-26	0%	-8%	-11%	7%	9%	?	1%
- NC(=O)CN1CCN(Cc2ccc3c(c2)OCO3)CC1
→ -95%[inhibitor]	-20	5%	4%	-1%	-10%	0%	?	-11%
- COc1ccc(-n2c(Cn3c(=O)sc4ccccc43)nnc2SCC(N)=O)cc1
→ -3%	0	8%	10%	11%	2%	1%	-3%	0%
- O=C(c1cc(-c2cccs2)on1)N1CCN(C(c2ccccc2)c2ccccc2)CC1
→ 5%	-5	0%	-9%	-9%	1%	-12%	?	-10%
- Nc1c(C(=O)O)cnc2c(-c3ccc(Cl)cc3)cnn12
→ -2%	46	-29%	?	?	?	43%[activator][11.3 µM]	22%	?
- COc1ccccc1-c1nc2cc3ccccc3cc2nc1-c1ccccc1
→ 3%	26	3%	13%	10%	?	.	?	-4%
- CCOC(=O)N1CCN(C(=O)CNC(=O)c2ccc(Br)o2)CC1
→ -7%	13	-11%	2%	4%	-12%	6%	-5%	-7%
- CC(C)Sc1nc2c(c(=O)[nH]c(=O)n2C)n1CC(O)COc1ccccc1 (configuration not stated)
→ -13%	65	-13%	1%	13%	4%	-25%[11.3 µM]	3%	-15%

Structures from the list above containing fluorine, in the order listed:
Below each SMILES: SW480 rerep	IL1B secr inh	HT1080-NT tox	HT1080 IDH1KD tx	KB-V1 MDR tox	KB-3-1 tox	ATXN2 expr inh	MCF10A rerep	WRN inhibitor
- O=C(Nc1nncs1)C1CC(=O)N(CCc2ccc(F)cc2)C1 (configuration not stated)
→ -17%	10	17%	11%	26%	11%	3%	-25%	4%
- N#Cc1c(C(F)(F)F)cc(-c2ccccc2)nc1SCc1nc(N)nc(N2CCOCC2)n1
→ ?	22	1%	-2%	?	2%	-7%	?	-11%

Among those listed so far, these have bromine:
Below each SMILES: SW480 rerep	IL1B secr inh	HT1080-NT tox	HT1080 IDH1KD tx	KB-V1 MDR tox	KB-3-1 tox	ATXN2 expr inh	MCF10A rerep	WRN inhibitor
- CC[C@H](C)[C@@H](NC(=O)O[C@@H]1C(=O)c2cc(Br)ccc2O[C@H]1c1cccc(OC)c1)C(=O)OC
→ 12%	-26	0%	-8%	-11%	7%	9%	?	1%
- CCOC(=O)N1CCN(C(=O)CNC(=O)c2ccc(Br)o2)CC1
→ -7%	13	-11%	2%	4%	-12%	6%	-5%	-7%

Quoted at random: 2 compounds from above
Below each SMILES: SW480 rerep	IL1B secr inh	HT1080-NT tox	HT1080 IDH1KD tx	KB-V1 MDR tox	KB-3-1 tox	ATXN2 expr inh	MCF10A rerep	WRN inhibitor
- COc1cccc(CN2CCN(Cc3ccc4c(NC(C)=O)cccc4n3)CC2CCO)c1 (configuration not stated)
→ 6%	-3	2%	-5%	12%	-2%	-5%	19%	-8%
- NC(=O)CN1CCN(Cc2ccc3c(c2)OCO3)CC1
→ -95%[inhibitor]	-20	5%	4%	-1%	-10%	0%	?	-11%
